From PubChem
UPR CHOP act – activators of apoptotic CHOP UPR arm, primary screen, cell-based, CHO-CHOP luciferase reporter, luminescence, uHTS; UPR activation; percent of tunicamycin response over DMSO baseline; activation, % at 10 µM; 0.34% of 330,000 active; AID 449763, 2010;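 active means at 10 µM dose, activation of 40% or more, normalized to positive control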;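 further: 100% = tunicamycin at 10 µg/mL and 0% = DMSO alone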
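assay system = CHO CHOP reporter cells | amount = 500 CHO-CHOP cells per well | buffer or medium = F12 with 10% FBS | incubation = 16-18 h cell attachment, then 6 h compound exposure, 37 °C | detection = luminescence read with Steady-Glo | read-out = percent activation relative to tunicamycin control | controls = tunicamycin high control, DMSO low control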
Mdm2-MdmX inh – inhibitors of human Mdm2-MdmX association, primary screen, cell-based, luminescence, split luciferase, SaOS-2, uHTS; SaOS-2 split-luciferase Mdm2/MdmX complementation; inhibition, % at 8 µM; 3% of 330,000 active; AID 485346, 2010;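 active means inhibition of at least 50% at 8 µM in the primary screen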
Target sequence (O15151 whole entry, looked up): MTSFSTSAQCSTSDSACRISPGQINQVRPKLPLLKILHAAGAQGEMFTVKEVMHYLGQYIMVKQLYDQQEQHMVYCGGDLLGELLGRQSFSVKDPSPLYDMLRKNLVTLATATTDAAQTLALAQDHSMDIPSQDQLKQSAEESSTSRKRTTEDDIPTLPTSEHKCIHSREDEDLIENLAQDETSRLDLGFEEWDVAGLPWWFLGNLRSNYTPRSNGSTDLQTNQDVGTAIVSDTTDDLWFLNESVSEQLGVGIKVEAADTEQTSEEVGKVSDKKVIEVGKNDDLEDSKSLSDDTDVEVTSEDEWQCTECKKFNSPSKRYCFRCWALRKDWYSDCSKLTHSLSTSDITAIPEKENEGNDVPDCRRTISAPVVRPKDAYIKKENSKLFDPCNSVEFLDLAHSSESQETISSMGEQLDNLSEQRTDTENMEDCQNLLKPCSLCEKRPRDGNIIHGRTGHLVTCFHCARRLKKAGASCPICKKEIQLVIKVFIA
Target sequence (Q00987 whole entry, looked up): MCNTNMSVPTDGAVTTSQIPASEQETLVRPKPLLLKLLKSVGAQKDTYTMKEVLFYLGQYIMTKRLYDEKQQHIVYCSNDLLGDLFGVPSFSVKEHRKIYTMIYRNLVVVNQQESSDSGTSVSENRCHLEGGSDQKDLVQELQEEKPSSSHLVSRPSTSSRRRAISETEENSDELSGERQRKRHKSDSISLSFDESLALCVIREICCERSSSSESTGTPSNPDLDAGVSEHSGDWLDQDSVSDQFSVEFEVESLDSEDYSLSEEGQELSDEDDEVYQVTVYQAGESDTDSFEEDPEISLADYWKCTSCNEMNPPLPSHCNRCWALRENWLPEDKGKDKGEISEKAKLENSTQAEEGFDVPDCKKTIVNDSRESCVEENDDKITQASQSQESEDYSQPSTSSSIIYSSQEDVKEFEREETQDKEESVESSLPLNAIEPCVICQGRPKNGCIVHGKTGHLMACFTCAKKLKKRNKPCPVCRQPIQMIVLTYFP
UPR XBP1 act – activators of adaptive XBP1 UPR arm, primary screen, cell-based, CHO-XBP1 luciferase reporter, luminescence, uHTS | activation, % at 20 µM | IRE1-XBP1 UPR activation; percent of tunicamycin response, DMSO as zero | 0.33% of 330,000 active;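 active means versus positive control, 20 µM dose yields 30% or more activation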;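 further: 100% = tunicamycin at 10 µg/mL and 0% = DMSO only wells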
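Material: CHO cell line with stable XBP1 luciferase reporter; buffer or medium: F12 medium containing 10% fetal bovine serum; compound: single point, 20 µM final compound, 1% DMSO; incubation: 6 h treatment, 37 °C; measured by: glow luminescence from Steady-Glo reagent; evaluation: activation, % of tunicamycin; control set: tunicamycin high, DMSO low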
APJ ag – agonists of human apelin receptor APJ, primary screen, CHO-K1 cells, PathHunter beta-arrestin, luminescence | 0% DMSO wells, 100% apelin | activation, % at 20 µM | 0.11% of 330,000 active | AID 2520, 2010;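 active means activation more than six SD over the plate average, tested at 20 µM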;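 further: 0% = DMSO alone and 100% = apelin-13 at 10 nM; some results filed as inactive read as strong as hits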
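assay system = CHO-K1 APJ beta-arrestin complementation cell line | input = cell density 1000 per well | dosing = compound 20 µM once, DMSO 1% | timing = compound 90 min 25 °C, reagent 1 h | measured by = luminescence from split beta-galactosidase complementation, Galacton Star/Emerald II substrate | read-out basis = APJ agonist activity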
tim23-1 inh – growth inhibitors of tim23-1 mutant yeast, primary screen, luminescence, uHTS; S. cerevisiae tim23-1 growth, BacTiter-Glo luminescence, 24 h; inhibition, % at 20 µM; 1.3% of 330,000 active;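 active means growth inhibition of the mutant yeast at or above 50%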;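 further: temperature-sensitive mutant grown at 25 °C; plate controls were DMSO-treated mutant yeast for no effect and medium wells lacking yeast for full effect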
TIM10 inh – growth inhibitors of isogenic TIM10 control yeast, primary screen, counter-screen for tim10-1 yeast inhibitor project, luminescence, uHTS; S. cerevisiae TIM10 strain growth, BacTiter-Glo luminescence, 24 h; inhibition, % at 10 µM; 1.4% of 330,000 active; AID 463195, 2010;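 active means inhibition of 40% or more at the single tested concentration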;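 further: wild-type TIM10 isogenic control strain grown at permissive 25 °C; 0% = DMSO yeast wells and 100% = minimal medium wells without yeast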
tim10-1 inh – growth inhibitors of tim10-1 mutant yeast, primary screen, luminescence, uHTS; S. cerevisiae tim10-1 ts strain growth, BacTiter-Glo, 24 h; inhibition, % at 20 µM; 2.2% of 330,000 active; AID 463190, 2010;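 active means inhibition of at least 40%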;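 further: mutant grown at 25 °C; 0% = DMSO wells with yeast and 100% = wells holding no yeast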
GRIN3A LBD mod – binders of NR3A ligand-binding domain, primary screen, biophysical, differential scanning fluorimetry, uHTS; Glutamate receptor ionotropic, NMDA 3A (GRIN3A) ligand-binding domain; NR3A LBD differential scanning fluorimetry, Tm shift; 0% = protein alone, 100% = glycine-bound protein; Tm shift relative to glycine control, % at 25 µM; 2.5% of 340,000 active;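 active means melting temperature shift of at least 10% of the positive control shift, at one fixed dose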
NLRP3 yeast inh – NALP3 inflammasome inhibitors in reconstituted yeast, primary screen, luminescence, uHTS; Yeast reconstituted NLRP3/ASC/caspase-1, beta-gal luminescence, 24 h; inhibition, % at 10 µM; 0.39% of 330,000 active;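 active means inhibition of 50% or more; inactive means inhibition below 50%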;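 further: plate controls were induced DMSO wells for no effect and uninduced yeast grown without galactose for full effect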
The depositor's hits bear a star; nt = no result given; & = joins results of further samples. No enrichment for hits, and some 8.2% of all compounds hit somewhere here.

SMILES	UPR CHOP act	Mdm2-MdmX inh	UPR XBP1 act	APJ ag	tim23-1 inh	TIM10 inh	tim10-1 inh	GRIN3A LBD mod	NLRP3 yeast inh
CC1CCCC(C)N1C(=O)COC(=O)c1cncc(Br)c1 (stereo not given)	-1.2	9.1	-0.5	0.3	4.3	-3.7	-13.9	2.0	9.5
CCn1c(SCC(=O)NC2CCCC2)nnc1C(C)NC(=O)c1ccccc1Br (stereo not given)	-2.4	6.4	2.3	1.7	15.5	-21.6	7.5	-0.4	15.7
CCc1nnc(NC(=O)CSc2nc(SC)ns2)s1	1.6	8.8	0.1	-6.4	5.1	-12.7	1.6	-1.6	-5.2
COc1ccc2sc3ccccc3c(=O)c2c1OC	0.5	-37.5	-0.9	4.7	57.7*	52.3*	40.8*	0.4	20.2
CCCOP(=O)(OCCC)c1nc(-c2ccccc2)oc1NCc1ccccc1	-1.8	15.3	0.9	-3.2	22.2	23.4	25.1	-1.5	13.3
CCOC(=O)c1nn(-c2ccc(Cl)cc2)c2nc(CC)c(C#N)c(=O)n12	-0.2	-11.6	0.4	-2.6	-10.1	2.5	0.6	-0.7	0.3
CCN(CC)c1ccc(C2=NNC(=O)CC2C)cc1[N+](=O)[O-] (stereo not given)	2.4	23.4	1.0	-2.7	22.1	22.1	21.9	0.1	11.5
Cn1c(=O)n(CCO)c(=O)c2c1nc(Br)n2Cc1ccccc1	0.0	-18.9	-2.8	-1.5	16.4	-1.2	8.7	-1.3	17.4
CSc1ccc(/C=C/C(=O)c2ccc(NC(=O)C(C)C)cc2)cc1	0.8	18.1	-0.1	-1.4	38.7	32.0	41.7*	3.0	10.5
Cc1ccc(C(=O)NNC2CC(=O)N(c3ccc4c(c3)OCCO4)C2=O)cc1 (stereo not given)	0.6	12.4	-2.8	-2.9	8.0	-0.7	5.0	0.4	8.0
O=C(c1nc2ccccc2[nH]1)c1ccccc1[N+](=O)[O-]	3.3	-43.9	8.2	1.2	0.5	-21.1	-16.0	-1.5	14.5
Cc1cccc(-n2c(-c3ccncc3)n[nH]c2=S)c1	-2.7	17.8	-1.3	0.0	3.4	-2.0	-2.4	1.7	16.4
O=C(COC(=O)c1cccc(F)c1)Nc1ccc(Cl)cn1	1.4	-2.7	-0.4	-1.3	-6.3	-8.8	-7.9	0.2	21.3
CCCCn1c(N)c(-c2nc3ccccc3o2)c2c([N+](=O)[O-])nn(C)c(=O)c21	-1.2	-10.9	-2.7	-2.2	-9.6	-3.0	19.6	-0.9	5.2
COc1ccc(S(=O)(=O)Nc2cccc(S(=O)(=O)N3CCCC3)c2)cc1OC	-0.2	14.4	-2.3	-8.5	-2.5	4.8	-6.9	-1.0	10.0
CC(NC(=O)c1ccco1)c1ccc(-n2ccnc2)cc1 (stereo not given)	-1.6	6.9	-1.3	-3.9	-8.6	-5.9	-15.0	2.5	10.7
CCOC(=O)C1=C(N)OC2=C(C(=O)CC(C)C2)C1c1cccnc1 (stereo not given)	4.8	-11.7	-1.3	-0.9	-86.4	4.3	8.9	0.7	4.7
CN(Cc1cnc2nc(N)nc(N)c2n1)c1ccc(C(=O)N[C@@H](CCC(=O)O)C(=O)O)cc1	-1.2	46.5	-5.0	-1.7	-7.7	2.9	-9.1	0.3&0.0	14.8
NC(=O)Cc1ncc(C(F)(F)F)cc1Cl	-0.5	-22.3	6.4	-1.4	10.6	-0.7	-0.3	0.8	7.9
CC(C)(C)C(=O)Nc1ccc(S(=O)(=O)Nc2ccccn2)cc1	-0.1	12.0	-1.5	-2.3	9.7	0.7	1.7	-2.8	6.4
COc1ccc(/C=N\NC(=O)c2ccccc2)cc1COc1ccc(F)cc1	0.4	25.6	-3.2	12.0	41.6	5.5	37.9	-3.5	24.9
Cc1ccc(CNC(=O)CCS(=O)(=O)c2cccc3nonc23)cc1	0.7	-18.4	-1.9	1.0	16.7	4.1	20.6	-2.2	4.2
CCN(CCCNC(=O)CCNC(=O)Cn1cnc2ccccc2c1=O)c1ccccc1	1.4	5.7	-1.9	1.0	5.4	9.3	9.4	-2.7	8.6
Cc1ccc(C2C(C(=O)c3cccs3)=C(O)C(=O)N2c2cccc(C)n2)cc1 (stereo not given)	0.5	-8.1	2.0	-5.0	7.5	-9.9	-9.6	-1.7	-19.2
COc1cccc2[nH]c3c(Cl)ncnc3c12	0.3	11.3	2.5	2.5	22.0	13.6	26.5	1.7	17.3

Full records, quoted from the list. Screens in order: UPR CHOP act | Mdm2-MdmX inh | UPR XBP1 act | APJ ag | tim23-1 inh | TIM10 inh | tim10-1 inh | GRIN3A LBD mod | NLRP3 yeast inh
Results for CCn1c(SCC(=O)NC2CCCC2)nnc1C(C)NC(=O)c1ccccc1Br (stereo not given) = -2.4 | 6.4 | 2.3 | 1.7 | 15.5 | -21.6 | 7.5 | -0.4 | 15.7
Results for NC(=O)Cc1ncc(C(F)(F)F)cc1Cl = -0.5 | -22.3 | 6.4 | -1.4 | 10.6 | -0.7 | -0.3 | 0.8 | 7.9

Random excerpt: 4 entries already listed.
SMILES	UPR CHOP act	Mdm2-MdmX inh	UPR XBP1 act	APJ ag	tim23-1 inh	TIM10 inh	tim10-1 inh	GRIN3A LBD mod	NLRP3 yeast inh
CCN(CC)c1ccc(C2=NNC(=O)CC2C)cc1[N+](=O)[O-] (stereo not given)	2.4	23.4	1.0	-2.7	22.1	22.1	21.9	0.1	11.5
COc1ccc(/C=N\NC(=O)c2ccccc2)cc1COc1ccc(F)cc1	0.4	25.6	-3.2	12.0	41.6	5.5	37.9	-3.5	24.9
COc1ccc(S(=O)(=O)Nc2cccc(S(=O)(=O)N3CCCC3)c2)cc1OC	-0.2	14.4	-2.3	-8.5	-2.5	4.8	-6.9	-1.0	10.0
CCc1nnc(NC(=O)CSc2nc(SC)ns2)s1	1.6	8.8	0.1	-6.4	5.1	-12.7	1.6	-1.6	-5.2

Carrying on.
SMILES	UPR CHOP act	Mdm2-MdmX inh	UPR XBP1 act	APJ ag	tim23-1 inh	TIM10 inh	tim10-1 inh	GRIN3A LBD mod	NLRP3 yeast inh
CC(=O)c1c(C)[nH]c(C(=O)Nc2nc(-c3ccc(-c4ccccc4)cc3)cs2)c1C	14.4	87.5*	6.7	0.1	21.4	15.2	45.4*	11.0*	17.2
CC(C)(C)NC(=O)Cn1nnc(-c2ccc(Cl)cc2)n1	0.4	15.5	-2.7	-3.0	6.5	-0.1	-0.5	0.5	3.5
COc1ccc(-c2cc(C(=O)OCC(=O)Nc3cc(C)on3)c3ccccc3n2)cc1OC	1.3	-9.5	-1.5	-0.4	-18.7	-19.7	-25.2	-3.1	3.3
O=C(NNC(=O)C1CC=CCC1)c1ccccc1Cl (stereo not given)	2.0	-7.3	1.0	1.2	6.3	14.5	-5.8	0.1	7.6
CCCc1nnc(NC(=O)c2nc(S(=O)(=O)Cc3cccc(C)c3)ncc2Cl)s1	31.3	90.0*	-5.5	0.5	6.4	7.3	23.1	-0.1	5.2
O=C(NCC1COc2ccccc2O1)C1CCN(S(=O)(=O)c2cccc3nsnc23)CC1 (stereo not given)	1.0	4.4	-2.1	-1.1	-6.9	11.4	13.3	4.9	-4.1
COC1CCCCC1Nc1cc(C)ccc1C (stereo not given)	-1.5	9.9	-3.5	0.2	-8.2	-2.3	-5.7	-2.1	-1.3
COC(C(=O)NC1CC1)c1ccccc1 (stereo not given)	1.6	5.8	-0.5	-4.0	5.4	6.1	17.3	5.0	0.2
O=C(Nc1ccc(-n2ccc(C(F)(F)F)n2)cc1)c1cccs1	4.3	-38.5	1.9	12.3	35.4	16.0	14.6	-11.2	32.6
O=C(CSc1ncnc2nc[nH]c12)N1CCN(c2ccccc2)CC1	-2.6	20.4	3.1	0.5	-4.1	7.6	15.7	-0.4	7.0
CC(NC(=O)C1(C)CC1(Br)Br)C(C)(C)C (stereo not given)	-2.5	13.7	-0.4	3.2	11.4	16.4	20.7	2.1	8.3
Cc1ccc(S(=O)(=O)N(C)c2ccc(C(=O)N3CCCCC3)cc2)cc1	-1.2	26.4	-2.9	0.8	-1.2	-1.5	12.1	1.1	16.8
Cc1csc2c(N3CCN(C(=O)Nc4ccc(Cl)c(Cl)c4)CC3)ncnc12	0.2	18.9	-3.5	2.0	66.6*	19.2	26.6	8.8	30.9
Cc1ccc([N+](=O)[O-])cc1NC(=O)C(C)NS(=O)(=O)c1ccc(F)cc1 (stereo not given)	-0.5	10.8	-2.6	-3.0	7.0	-2.1	-1.9	0.3	15.9
CCN=C1SC(CC(=O)NCc2ccccc2)C(=O)N1CC (stereo not given)	-0.3	23.5	-4.8	-2.9	3.5	5.7	16.2	0.6	7.0
COc1ccccc1NC(=O)CS(=O)(=O)c1cccc2nsnc12	-0.4	10.5	-3.1	-2.2	5.0	-2.5	-14.5	1.1	17.2
O=c1cc(CN2CCN(c3cccc(Cl)c3)CC2)c2cc3c(cc2o1)CCCC3	-0.4	22.7	-0.3	-3.7	5.9	-0.2	18.9	-1.0	14.9
Cc1cccc(/N=C/c2c(C)[nH]n(-c3ccccc3)c2=O)n1	1.1	11.9	-1.6	-6.3	7.9	-5.3	0.7	-0.1	10.8
Cc1cccc(NC(=S)NC(=O)c2cccs2)n1	4.4	-51.7	0.9	-1.1	47.4	20.9	44.9*	-1.2	10.0
Cc1cccnc1NC(=O)c1ccc2c(c1)OCO2	4.5	-17.5	0.7	-0.9	7.8	0.3	6.8	4.6	24.9
CCCc1nc2sc3ccccc3c(=O)c2c(=O)n1CCOC	-0.1	-18.8	-2.8	-2.8	-6.5	-21.1	6.4	nt	20.9
COc1ccc(-c2cc3nc(C)cc(N)n3n2)cc1	-2.7	-120.2	-1.9	1.9	53.8*	47.2*	61.5*	5.6	13.7
Clc1ccc(CN2CC[C@H]3C=CCc4cccc(c43)C2)cc1	-0.1	23.7	0.5	3.4	23.2	2.7	16.8	1.1	19.0
CCCNC(=O)COC(=O)c1ccccc1OCC(=O)Nc1ccc(Br)cc1	6.9	14.9	-0.9	1.3	2.8	-8.5	0.8	-14.2	14.8
COc1ccc(C(C(=O)NCC2CCCO2)N(C(=O)Cn2nnc3ccccc32)c2ccc(NC(C)=O)cc2)c(OC)c1 (stereo not given)	2.7	-0.6	-4.6	1.8	6.2	3.5	-5.0	2.2	14.0
Cc1cccc(CNc2ncc(-c3cccc([N+](=O)[O-])c3)n2C)c1	0.8	9.8	-1.7	-1.6	8.8	-20.7	-13.7	-2.5	17.5
CC(C)CCN1CCN(CC#Cc2ccccc2)CC1CCO (stereo not given)	6.6	-14.8	3.3	2.8	2.2	-2.1	9.9	0.3	8.8
CC(=O)C[C@H](O)CC(=O)[C@H]1OC(=O)CCCCCCc2ccccc21	2.4	20.2	0.0	-2.8	6.1	1.9	12.1	1.2	-0.7
COc1cc(C(=O)Nc2ccc([N+](=O)[O-])cn2)cc(OC)c1OC	-0.3	37.7	0.0	3.3	10.4	11.6	9.0	-7.1	-25.3
